Bioassay records: PubChem BioAssay, National Center for Advancing Translational Sciences (NCATS)
N370S GC: qHTS Assay for Inhibitors and Activators of N370S glucocerebrosidase as a Potential Chaperone Treatment of Gaucher Disease; Lysosomal acid glucosylceramidase (Homo sapiens), P04062; N370S GC spleen homogenate, 4MU-glucoside fluorescence; Potency, µM (highest dose often 59.4 µM), inactives show at the highest dose activity change, negative = inhibition, actives largely listed as inhibitors; 0.092% of 330,000 active;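 further: 0% = full enzyme activity and -100% = no enzyme basal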
GCN5L2 inh: qHTS Assay for Inhibitors of GCN5L2. Histone acetyltransferase KAT2A (Homo sapiens), Q92830. GCN5L2 HAT assay, ThioGlo1 CoA-SH fluorescence. Potency, µM (titrated, usually from 58.9 µM), inactives show top-dose activity change, negative = inhibition, actives largely listed as inhibitors. 0.21% of 390,000 active. AID 504327, 2011
Target sequence (Q92830 whole entry, looked up): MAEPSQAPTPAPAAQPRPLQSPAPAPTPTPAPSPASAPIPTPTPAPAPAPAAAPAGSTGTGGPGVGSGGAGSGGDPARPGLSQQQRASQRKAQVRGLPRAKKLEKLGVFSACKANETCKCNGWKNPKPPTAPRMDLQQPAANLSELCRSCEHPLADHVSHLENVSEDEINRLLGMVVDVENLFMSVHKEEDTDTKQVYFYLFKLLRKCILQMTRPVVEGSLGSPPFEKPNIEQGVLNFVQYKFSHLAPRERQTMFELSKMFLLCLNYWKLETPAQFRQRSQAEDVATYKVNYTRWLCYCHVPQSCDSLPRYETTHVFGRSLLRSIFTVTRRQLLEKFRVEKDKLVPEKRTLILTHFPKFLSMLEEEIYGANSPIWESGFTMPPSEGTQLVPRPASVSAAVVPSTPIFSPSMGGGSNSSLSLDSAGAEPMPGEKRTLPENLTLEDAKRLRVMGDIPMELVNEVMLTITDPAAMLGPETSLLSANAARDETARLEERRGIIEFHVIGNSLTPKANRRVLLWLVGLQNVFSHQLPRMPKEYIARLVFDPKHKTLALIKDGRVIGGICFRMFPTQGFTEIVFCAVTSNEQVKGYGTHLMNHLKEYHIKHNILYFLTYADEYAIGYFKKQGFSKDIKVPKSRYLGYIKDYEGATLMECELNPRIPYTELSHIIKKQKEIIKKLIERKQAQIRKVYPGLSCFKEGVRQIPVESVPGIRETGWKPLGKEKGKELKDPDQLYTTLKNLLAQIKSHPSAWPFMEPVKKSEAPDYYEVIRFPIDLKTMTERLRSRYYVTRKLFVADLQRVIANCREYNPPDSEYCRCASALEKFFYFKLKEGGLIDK
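Fluorescence readout, Ex340nm/Em540nm: ThioGlo1 (50uM final) reacts with free CoA thiol released as 20nM GCN5L2 acetylates H3(1-25) peptide (75uM) using acetyl-CoA (70uM). Compound and enzyme sat 15 min beforehand; 20 min room-temperature reaction.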
FEN1 inh: qHTS Assay for the Inhibitors of Human Flap endonuclease 1 (FEN1). Recombinant FEN1 flap cleavage, fluorescence, 15 min. 0.35% of 390,000 active. Potency, µM (top dose mostly 114 µM), without a hit: at the highest dose activity change, negative = inhibition, hits mostly inhibitors. P39748; further: nearly all actives have a fitted effect of over 65% in size
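Reaction started by adding substrate (50 nM final) to 10 nM enzyme after 15 min room-temperature compound preincubation. Reads at 0 and 15 min, with data normalized and fitted to a four-parameter Hill equation.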
The depositor's hits bear a star; & = joins results of further samples; [ ] = dose if it differs, or a comment. The call rests on the fitted dose curve; in most records, active means well fitted curve in the direction sought with a large enough effect; inconclusive means small, poorly fitted or top-dose-only effect, or another doubt; inactive means no such curve, though single readings can be large; an effect the other way counts as inactive or inconclusive. Unless noted, on the % scale 0 is the no-effect control and ±100 the full control effect; potency means the concentration at half of the fitted maximal effect. The list is partial, so the mix of outcomes need not match the whole.

The first 2 compounds, to show the layout:
`O=C(CSC1=Nc2ccccc2C2=NC(CC(=O)NCc3ccco3)C(=O)N12)NCC1CCCO1` (stereo not given) gave N370S GC 12%, GCN5L2 inh -15% and FEN1 inh -4%.
For COc1ccc(S(=O)(=O)N2CCN(C(=O)CN3C(=O)NC4(CCCC4)C3=O)CC2)cc1 the results were N370S GC 0%, GCN5L2 inh -1% and FEN1 inh -2%.

The whole of this part, repeating the preview:
`O=C(CSC1=Nc2ccccc2C2=NC(CC(=O)NCc3ccco3)C(=O)N12)NCC1CCCO1` (stereo not given) gave N370S GC 12%, GCN5L2 inh -15% and FEN1 inh -4%.
For COc1ccc(S(=O)(=O)N2CCN(C(=O)CN3C(=O)NC4(CCCC4)C3=O)CC2)cc1 the results were N370S GC 0%, GCN5L2 inh -1% and FEN1 inh -2%.
For CCCCNCCCOc1ccc(C)cc1Br the results were N370S GC -7%, GCN5L2 inh -6% and FEN1 inh 16%.
Screening Cc1nccn1-c1ccc(C(F)(F)F)cc1NC=O returned N370S GC -1%, GCN5L2 inh 1% and FEN1 inh -4%.
Screening O=C(NC1CCN(Cc2ccccc2)CC1)C1COc2ccccc2O1 (stereo not given) returned N370S GC -1%, GCN5L2 inh -17% and FEN1 inh -13%.
For COc1cccc(C(=O)NCc2cccnc2)c1 the results were N370S GC 5%, GCN5L2 inh -5% and FEN1 inh 5%.
For CCC(C)(C(=O)NC1CCCC1)N(C(=O)CC1NC(=O)NC1=O)c1ccc(C)cc1 (stereo not given) the results were N370S GC 5%, GCN5L2 inh -1% and FEN1 inh -2%.
Screening Cc1c(C(=O)NCCc2ccc3c(c2)OCCO3)oc2ccccc12 returned N370S GC 29%, GCN5L2 inh -1% and FEN1 inh 1%.
For Cc1cc(Cl)ccc1OCc1nc(-c2ccc(O)cc2)n[nH]1 the results were N370S GC -5%, GCN5L2 inh 3% and FEN1 inh -13%.
For COc1ccc(CNc2nc(-c3ccoc3)nc3ccccc23)c(OC)c1 the results were N370S GC 14µM* and GCN5L2 inh -29%.
For CC1CCN(C(=O)Cn2nnc(-c3ccc(N)cc3)n2)CC1 the results were N370S GC -5%, GCN5L2 inh 0% and FEN1 inh 1%.
Screening O=C(CN1C(=O)CCSc2ccccc21)Nc1ccc2c(c1)OCO2 returned N370S GC inconclusive, GCN5L2 inh -2% and FEN1 inh 8%.
O=C1C=C(c2cc(F)ccc2F)C[C@@H](c2ccc(F)cc2)C1 was read as GCN5L2 inh -4% and FEN1 inh 10%.
`Cc1cccc(NC(=O)c2ccc(-c3ccccc3[N+](=O)[O-])o2)c1` gave N370S GC 13%, GCN5L2 inh -5% and FEN1 inh 1%.
Screening O/N=C1/CC/C(=N\O)c2nn(-c3ccccc3)nc21 returned N370S GC 1%, GCN5L2 inh 1% and FEN1 inh 6%.
For COc1ccc(CC(=O)N(C)CC(=O)Nc2ccccc2SC)cc1 the results were N370S GC -1%, GCN5L2 inh -1% and FEN1 inh 8%.
`COc1ccc(CNC(=O)c2cc(C3CC3)nc3c2cnn3C(C)C)cc1` gave GCN5L2 inh -8% and FEN1 inh -21%.
Screening CCn1cc(C(=O)OC)c(=O)c2ccc(C)nc21 returned N370S GC 2%, GCN5L2 inh -3% and FEN1 inh 7%.
Screening O=C(O)c1ccc(CNCc2cccc(Oc3ccccc3)c2)cc1 returned N370S GC 1%, GCN5L2 inh 10% and FEN1 inh 4%.
For CN1CCc2c(C#N)c(N3CCCCC3)nc(NCc3ccccc3)c2C1 the results were N370S GC 2%, GCN5L2 inh -15% and FEN1 inh inconclusive.
`COc1ccc(N2C(=O)CC(N3CCN(S(=O)(=O)c4c(F)cccc4F)CC3)C2=O)cc1OC` (stereo not given) gave N370S GC -5%, GCN5L2 inh -16% and FEN1 inh -3%.
For Cn1cc(/C=C(\C#N)C(=O)Nc2ncc(Cc3cccc(Cl)c3)s2)c2ccccc21 the results were N370S GC 2% and GCN5L2 inh -26%.
`Cc1ccc(C(=O)NCCSc2ccc(Cl)cc2)cc1S(=O)(=O)Nc1ccccc1` gave N370S GC 17%, GCN5L2 inh -17% and FEN1 inh -13%.
`CC1CC(=O)N(c2ccc(NCCc3ccc(O)cc3)c([N+](=O)[O-])c2)C1=O` (stereo not given) gave N370S GC -9%, GCN5L2 inh -7% and FEN1 inh 10%.

Some of these compounds in order of number of heavy atoms, largest number first:
`COc1ccc(N2C(=O)CC(N3CCN(S(=O)(=O)c4c(F)cccc4F)CC3)C2=O)cc1OC` (stereo not given) gave N370S GC -5%, GCN5L2 inh -16% and FEN1 inh -3%.
`Cc1ccc(C(=O)NCCSc2ccc(Cl)cc2)cc1S(=O)(=O)Nc1ccccc1` gave N370S GC 17%, GCN5L2 inh -17% and FEN1 inh -13%.
`CC1CC(=O)N(c2ccc(NCCc3ccc(O)cc3)c([N+](=O)[O-])c2)C1=O` (stereo not given) gave N370S GC -9%, GCN5L2 inh -7% and FEN1 inh 10%.
Screening O=C(O)c1ccc(CNCc2cccc(Oc3ccccc3)c2)cc1 returned N370S GC 1%, GCN5L2 inh 10% and FEN1 inh 4%.
O=C1C=C(c2cc(F)ccc2F)C[C@@H](c2ccc(F)cc2)C1 was read as GCN5L2 inh -4% and FEN1 inh 10%.
Screening O/N=C1/CC/C(=N\O)c2nn(-c3ccccc3)nc21 returned N370S GC 1%, GCN5L2 inh 1% and FEN1 inh 6%.
Screening CCn1cc(C(=O)OC)c(=O)c2ccc(C)nc21 returned N370S GC 2%, GCN5L2 inh -3% and FEN1 inh 7%.

Next part:
`CCOc1cc(C)c(S(=O)(=O)Nc2ccc(Cl)cn2)cc1C` gave N370S GC 6%, GCN5L2 inh -11% and FEN1 inh -1%.
`Cc1ccc(CN2CCN(Cc3c(C)nn(-c4ccc(F)cc4)c3C)CC2CCO)o1` (stereo not given) gave N370S GC -10%, GCN5L2 inh 10% and FEN1 inh 0%.
For COc1ccc(C(=O)Nc2cccc(C(=O)N3CCCCC3)c2)cc1 the results were N370S GC -6%, GCN5L2 inh -3% and FEN1 inh -1%.
Screening CCCNC(=O)c1ccc(COc2ccc(CCC)cc2OC)o1 returned N370S GC 3%, GCN5L2 inh -18% and FEN1 inh 15%.
For C=CCOC(=O)C1=C(C)OC(N)=C(C#N)C1c1ccc(OC)c(CSc2ccccn2)c1 (stereo not given) the results were N370S GC 5%, GCN5L2 inh -12% and FEN1 inh 4%.
`CC1(C)C2CCC1(C)C(OC(=O)c1ccccc1C(=O)O)C2` (stereo not given) gave N370S GC 3%, GCN5L2 inh 1% and FEN1 inh -1%.
For C=CCC[C@@H](Cc1ccc(F)cc1)C(=O)OC[C@@H](Cc1c[nH]c2ccccc12)NC(=O)[C@@H](CC=C)CC(=O)N[C@H](CO)Cc1ccccc1 the results were GCN5L2 inh -1% and FEN1 inh 9%.
Screening O=S(=O)(c1ccccc1)N1CCC2(CC1)CN(c1ccccc1)C2 returned N370S GC 5% and GCN5L2 inh -22%.
Screening COc1ccc(C(=O)/C=C\c2ccc(NC(=O)c3cccs3)cc2)cc1 returned N370S GC 1%, GCN5L2 inh -1% and FEN1 inh 6%.
`O=C(NCCN1C(=O)S/C(=C\c2cccs2)C1=O)[C@H](Cc1ccccc1)N1C(=O)c2ccccc2C1=O` gave N370S GC -3% and GCN5L2 inh 3%.
Screening COc1ccc(/C=C(/NC(=O)c2ccccc2)c2nc3ccc(Cl)cc3[nH]2)cc1OC returned N370S GC 5%, GCN5L2 inh -5% and FEN1 inh -13%.
`Cc1cc(=O)oc2cc(OCCSc3nnc(-c4ccccc4)o3)ccc12` gave N370S GC -6%, GCN5L2 inh -9% and FEN1 inh -5%.
CCCc1nnc(NC(=O)CCC(=O)N2CCN(S(=O)(=O)c3ccc(C)cc3)CC2)s1 was read as N370S GC 8%, GCN5L2 inh -4% and FEN1 inh -2%.
For CCCN1CCN(C(=O)C2CCN(c3ncnc4c3nc3n4CCCCC3)CC2)CC1 the results were N370S GC -6%, GCN5L2 inh -1% and FEN1 inh -4%.
For COC(=O)C1CCN(C(=O)COC(=O)/C=C/c2ccc(O)c(OC)c2)CC1 the results were GCN5L2 inh -2% and FEN1 inh -1%.
COc1ccc(N(C(=O)COc2ccc(C)cc2)S(=O)(=O)c2ccc(C)cc2)cc1 was read as N370S GC 8%, GCN5L2 inh -7% and FEN1 inh -13%.
`Cc1ccc(C)c(-n2nnnc2SCC(=O)NNC(=O)c2ccco2)c1` gave N370S GC -16%, GCN5L2 inh 1% and FEN1 inh 19%.
`Cc1cc(C(=O)NC(=S)Nc2cccc(NC(=O)C(C)C)c2)ccc1[N+](=O)[O-]` gave N370S GC -1%, GCN5L2 inh -1% and FEN1 inh -2%.
Screening Cc1ccc(C(=O)c2coc3c2C(=O)C(=O)c2ccccc2-3)cc1 returned N370S GC 5%, GCN5L2 inh -7%[0.501 µM] and FEN1 inh -18%.
COCC(C)N=CC1=C(O)CC(C)(C)CC1=O (stereo not given) was read as N370S GC 4%, GCN5L2 inh -8% and FEN1 inh -5%.
`CCCCCCCNC(=O)C1(CC2CC(c3ccccc3)=NO2)CCNCC1` (stereo not given) gave N370S GC -29%, GCN5L2 inh -13% and FEN1 inh -20%.
Screening COC(=O)c1ccc(NC(=O)Cn2c(=O)oc3ccccc32)cc1 returned GCN5L2 inh -2% and FEN1 inh -10%.
COc1ccc2ncc(OC(C)=O)cc2c1 was read as N370S GC 10%, GCN5L2 inh 2% and FEN1 inh -11%.
For COc1ccccc1CC(=O)Nc1ccc(S(=O)(=O)N2CCN(C)CC2)cc1 the results were N370S GC -11%, GCN5L2 inh -7% and FEN1 inh 2%.
For CCc1nn(CCCC(=O)NCc2ccc(OC(C)C)cc2)c(=O)c2cc3occc3n12 the results were N370S GC -5%, GCN5L2 inh -8%&-5% and FEN1 inh 5%&7%.
For Cc1ccc(C(=O)C2=C(O)C(=O)N(c3ncccn3)C2c2ccc(F)cc2)o1 (stereo not given) the results were N370S GC -6%, GCN5L2 inh -5% and FEN1 inh -7%.
COc1ccc(/C=N/NC(=O)c2cccc(NC(=O)c3ccccc3Cl)c2)c(OC)c1 was read as N370S GC 4%, GCN5L2 inh -11% and FEN1 inh -6%.
Screening COc1ccc(-c2c(NC(=O)CC(C)C)n(C)c3ccccc3c2=O)cc1OC returned N370S GC -25%, GCN5L2 inh 35% and FEN1 inh -1%.
`Cc1ccc(-n2c(=O)c3oc4ccccc4c3n(Cc3cccc(F)c3)c2=O)cc1C` gave GCN5L2 inh -1% and FEN1 inh 2%.
CC(C)Nc1nc(-c2cccnc2)nc(-c2ccccc2)c1C#N was read as N370S GC 0%, GCN5L2 inh 1% and FEN1 inh -16%.
For O=C(COC(=O)c1cccs1)Nc1ccccc1C(F)(F)F the results were N370S GC 4%, GCN5L2 inh 1% and FEN1 inh 19%.
Cc1cc(C)c2c(n1)SCCN2C(=O)Nc1ccc(C(=O)Nc2cc(Cl)ccc2C)cc1 was read as GCN5L2 inh -11% and FEN1 inh 2%.
Screening O=C(c1ccccc1)N1CCn2c1nc1ccccc12 returned N370S GC -2%, GCN5L2 inh -1% and FEN1 inh 2%.
`CCCCNC(=O)Cn1cnc2sc(C)c(S(=O)(=O)N3CCN(c4ncccn4)CC3)c2c1=O` gave N370S GC 7%, GCN5L2 inh -22% and FEN1 inh -11%.
CCC1=C(OC(=O)N(CC)CC)N2C(=O)OC(=NCCc3c[nH]c4ccccc34)[C@]2(Cc2ccccc2)[C@H]2C1=CC[C@H]1C(=O)N(CC(=O)OC)C(=O)[C@H]12 was read as N370S GC -10%&-9%, GCN5L2 inh -20% and FEN1 inh 3%.
`C=CCn1c(=O)c(C(=O)Nc2ccc(C)cn2)c(O)c2ccccc21` gave N370S GC 2%, GCN5L2 inh 0% and FEN1 inh 25%.
Screening O=C(Nc1ccc(C(F)(F)F)cc1)C1(c2cccs2)CCOCC1 returned GCN5L2 inh -7% and FEN1 inh -17%.
For COc1ccccc1CNC(=S)Nc1ccc2nc(N3CCN(C)CC3)cc(C)c2c1 the results were N370S GC -20%, GCN5L2 inh -11% and FEN1 inh -17%.
COc1ccc(N(CC(=O)Nc2ccccc2F)S(=O)(=O)c2ccc(C)c([N+](=O)[O-])c2)cc1 was read as N370S GC 16%, GCN5L2 inh 3% and FEN1 inh -18%.
For Nc1nc(SCC(=O)N2CCOCC2)n[nH]1 the results were N370S GC -3%, GCN5L2 inh 3% and FEN1 inh 1%.
COc1ccc(C2CC(=O)N3CN(c4ccc(C)c(Cl)c4)CSC3=C2C#N)cc1OC (stereo not given) was read as N370S GC -6%, GCN5L2 inh inconclusive and FEN1 inh inconclusive.
For Cc1cc(C)c(NC(=O)Cn2nnc(-c3nc(-c4ccccc4)no3)c2N)c(C)c1 the results were GCN5L2 inh 15% and FEN1 inh -2%.
For O=C(Cc1ccccc1)c1c[nH]c(C(=O)NC2CCCC2)c1 the results were N370S GC 9%, GCN5L2 inh -3% and FEN1 inh -5%.
